ANO1 activ: mouse TMEM16A channel activation, primary screen | Q8BHY3 | actives 0.3% (n = 340,000) | B-score at 10 µM | AID 623877 | HEK293 TMEM16A/YFP-H148Q/I152L, iodide quench fluorescence; active compounds read low;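 active means fluorescence-ratio B-score plate-corrected deviation score at least 3 library SD below zero, with starting fluorescence score within 5 deviations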;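 further: channel opened by trigger with iodide after compound preincubation; score built on the fluorescence ratio of max minus min over baseline; more negative score means more quench and so TMEM16A activation or potentiation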
Target sequence (Q8BHY3 whole entry, looked up): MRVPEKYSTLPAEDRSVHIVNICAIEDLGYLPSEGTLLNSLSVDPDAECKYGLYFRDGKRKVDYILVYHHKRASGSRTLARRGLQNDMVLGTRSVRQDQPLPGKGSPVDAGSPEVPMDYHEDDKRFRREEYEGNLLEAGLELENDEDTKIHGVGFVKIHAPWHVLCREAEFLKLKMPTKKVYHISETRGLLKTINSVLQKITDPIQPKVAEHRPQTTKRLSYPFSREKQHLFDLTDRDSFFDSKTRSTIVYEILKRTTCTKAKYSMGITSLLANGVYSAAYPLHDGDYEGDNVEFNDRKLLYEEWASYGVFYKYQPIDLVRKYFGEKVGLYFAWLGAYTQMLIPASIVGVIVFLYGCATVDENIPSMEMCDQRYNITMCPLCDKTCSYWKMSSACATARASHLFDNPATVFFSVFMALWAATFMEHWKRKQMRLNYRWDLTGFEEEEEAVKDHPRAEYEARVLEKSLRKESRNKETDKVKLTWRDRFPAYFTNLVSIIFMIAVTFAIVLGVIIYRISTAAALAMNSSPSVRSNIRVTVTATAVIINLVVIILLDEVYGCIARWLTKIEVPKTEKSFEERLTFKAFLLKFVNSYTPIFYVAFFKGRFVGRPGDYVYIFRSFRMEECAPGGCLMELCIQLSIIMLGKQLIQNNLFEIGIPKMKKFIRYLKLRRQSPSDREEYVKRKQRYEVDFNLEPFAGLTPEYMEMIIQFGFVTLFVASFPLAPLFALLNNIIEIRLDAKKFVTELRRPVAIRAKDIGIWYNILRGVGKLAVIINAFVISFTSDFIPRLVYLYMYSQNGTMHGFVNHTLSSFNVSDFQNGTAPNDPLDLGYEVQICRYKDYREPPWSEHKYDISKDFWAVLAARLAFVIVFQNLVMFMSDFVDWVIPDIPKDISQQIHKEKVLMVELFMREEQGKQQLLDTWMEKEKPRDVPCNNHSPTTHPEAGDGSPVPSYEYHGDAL
TRPC4 agonist: TRPC4 (mouse) channel activation. actives 0.49% (n = 310,000). B-score at 10 µM. Q9QUQ5. HEK293 TRPC4beta/mu-opioid, Fluo4 calcium fluorescence; active compounds read high;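 active means B-score above 5 SD of library B-scores, and initial fluorescence ratio not above library mean plus 5 SD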;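 further: positive B-score marks a calcium rise read as TRPC4 activation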
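Assay system: HEK293 cells stably co-expressing mouse TRPC4beta and mu-opioid receptor / Timing: Fluo4 dye loading 45 min at room temperature, 110 s recording / Signal: Fluo4 calcium-sensitive dye fluorescence, kinetic, 1 Hz baseline / Read-out: integrated baseline-normalised fluorescence ratio, converted to per-well B score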
MrgX1 allo act: allosterically activates human MrgX1 receptor signaling | MrgX1-HEK293, Fluo-4 calcium flux, FDSS; active compounds read high | B-score at 10 µM | actives 0.63% (n = 310,000) | AID 588675;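 active means plate-corrected calcium response at least 3 library SD above typical, normal starting fluorescence, not activating the receptor alone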;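 further: compound read alongside a low EC10 to EC30 dose of BAM8-22 agonist; peak minus trough fluorescence over baseline measured at the second addition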
TRPC6 inhibitor: mouse TRPC6 channel inhibition; HEK293-TRPC6, membrane potential dye, ACh-evoked depolarization; active compounds read low; B-score at 10 µM; Q61143; actives 1.1% (n = 310,000); AID 2553;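 active means B-score under library mean minus 3 SD, initial fluorescence not abnormally high, positive integrated signal ratio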;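 further: B-score derived from integrated fluorescence ratio over the kinetic read; more negative B-score means stronger inhibition of depolarization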
TRPC6 activator: mouse TRPC6 channel activation; HEK293-TRPC6 membrane potential dye fluorescence; active compounds read high; B-score at 10 µM; actives 0.13% (n = 310,000); AID 2550;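 active means B-score of the integrated fluorescence ratio above library mean plus 3 SD, and starting fluorescence ratio within library mean plus 5 SD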;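 further: higher score means more depolarization so channel activation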
MrgX1 agonist: activates human MrgX1 receptor signaling. MrgX1-HEK293 cells, Fluo-4 calcium fluorescence, agonist mode; active compounds read high. B-score at 10 µM. actives 0.44% (n = 310,000). AID 588627;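 active means calcium response B-score plate-corrected fluorescence ratio at least 3 library SD, with starting fluorescence B-score inside 5 SD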
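times = overnight plating, then 30 min 37 °C plus 30 min room-temperature dye loading | assay system = stable human MrgX1 HEK293 cell line | input = fifteen thousand cells per well | signal = kinetic calcium dye fluorescence, Fluo-4 NW | dosing = compound delivered in addition one of three | read-out = B-scored fluorescence response ratio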
TRPC4 PAM: allosterically enhances the mouse TRPC4 cation channel | AID 2227 | actives 0.42% (n = 310,000) | Q9QUQ5 | HEK293 TRPC4beta/mu-opioid, DAMGO EC20, Fluo-4 Ca2+ flux; active compounds read high | B-score at 10 µM;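 active means B-score of calcium response area above 5 SD of library B-scores, with initial fluorescence ratio within 5 SD of library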;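 further: B-score of integrated fluorescence ratio over time as area under calcium response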
MrgX1 antagonist: antagonists of human MrgX1 receptor; Q96LB2; MRGX1-HEK293 calcium flux, Fluo-4, BAM8-22 antagonism; active compounds read low; B-score at 10 µM; actives 1.3% (n = 310,000);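 active means calcium-response B-score plate-corrected more than 3 library SD below zero, starting fluorescence within 5 deviations, no agonist response on first addition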;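 further: peak minus trough fluorescence over baseline after final BAM8-22 challenge near maximal dose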
TMEM16A inh: blocks the mouse calcium-activated chloride channel TMEM16A; HEK293 TMEM16A/YFP iodide influx fluorescence, ionomycin; AID 588511; normalized B-score (activity score, 25-100; higher = stronger inhibition) at 10 µM; Q8BHY3; actives 1.2% (n = 310,000);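 active means ratio plate-corrected score three or more library SD toward inhibition, starting fluorescence score within five deviations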;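 further: score derived from kinetic fluorescence span divided by baseline fluorescence per well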
TRPC4 block: inhibitors of mouse TRPC4 channel. Q9QUQ5. HEK293 TRPC4beta/mu-opioid, DAMGO-evoked Fluo4 calcium flux; active compounds read low. B-score at 10 µM. actives 0.39% (n = 300,000). AID 2247;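 active means B-score over 3 SD under the library average, no early fluorescence shift, positive overall ratio signal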
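Test system – stable TRPC4beta/mu-opioid receptor HEK293 cells · Probe or stimulus – DAMGO, a submaximal dose followed by a maximal one · Dosing – one concentration per compound · Signal – Fluo4 calcium fluorescence by kinetic imaging, 5 s 1 Hz baseline · Evaluation – per-well B score of integrated baseline-normalized Fluo4 ratio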
RGS4 inh: inhibitors of human RGS4; B-score at 10 µM; AID 463165; HEK293 M3R/RGS4 inducible, Fluo-4 calcium flux; active compounds read high; triggered by carbachol at its EC20; actives 0.45% (n = 310,000);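 active means B-score, a plate-corrected calcium signal, over three deviations above library mean, with baseline fluorescence within five deviations of library mean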;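 further: RGS4 expression induced by doxycycline in cells with stable M3 receptor; B-score is computed from the integrated fluorescence ratio over baseline after carbachol; higher B-score means a larger calcium signal and so more RGS4 inhibition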
* hit, by the source's call; i = inactive; x = not tested or not shown.

SMILES	ANO1 activ	TRPC4 agonist	MrgX1 allo act	TRPC6 inhibitor	TRPC6 activator	MrgX1 agonist	TRPC4 PAM	MrgX1 antagonist	TMEM16A inh	TRPC4 block	RGS4 inh
CCCC1(C(=O)OCC)NC(c2ccc(OC)cc2OC)C2C(=O)N(c3ccccc3)C(=O)C21 (configuration not stated)	i	i	i	i	i	i	i	i	i	i	i
Cc1ccc(-n2nnnc2SCC(=O)N(CC(C)C)c2c(N)n(CC(C)C)c(=O)[nH]c2=O)cc1	i	i	i	i	i	i	i	i	i	i	i
CCNC(=O)C(=O)N1CCC2(CC1)OCCN2S(=O)(=O)c1ccc(C)cc1	i	i	i	i	i	i	i	i	i	i	i
CCC(=O)Nc1ccc(C(=O)CSc2nnc(-c3ccccc3F)n2C2CC2)cc1	i	i	i	i	i	i	i	i	i	i	i
COC(=O)Nc1ccc(N2CCOCC2)c(S(=O)(=O)N2CCOCC2)c1	i	i	i	i	i	i	i	i	i	i	i
O=C(CCCN1CCC(O)(c2ccc(Br)cc2)CC1)c1ccc(F)cc1	i	x	i	x	x	i	x	i	i	x	x
COc1ccc(C(=O)NCc2nnc(SCC(=O)c3ccccc3)o2)cc1	i	i	i	i	i	i	i	i	i	i	i
O=C(NCCN1CCN(C(=O)c2cccc(Br)c2)CC1)C(=O)Nc1ccc(Br)cc1	i	i	i	i	i	i	i	i	i	i	i
CCOc1ccccc1NC(=O)COc1coc(CN2CCc3ccccc3C2)cc1=O	i	i	i	i	i	i	i	i	i	i	i
COC(=O)C1=C(O)/C(=C\c2ccc(CNC(=O)C(=O)Nc3ccc(C)c(C)c3)o2)N=C1C	i	i	i	i	i	i	i	i	i	i	i
O=C(NCc1ccco1)C1CCN(c2nc3ccccc3n2Cc2ccccc2F)CC1	i	i	i	i	i	i	i	i	i	i	i
CN=c1scc(-c2ccco2)n1/N=C/c1ccc(O)c(O)c1	i	i	x	i	i	x	i	x	x	i	i
CC(C)=CCC/C(C)=C/C=N/NC(=O)c1cccc([N+](=O)[O-])c1	i	i	i	i	i	i	i	i	i	i	i
COCC1COS(=O)(=O)NC1(C)C (configuration not stated)	i	i	i	i	i	i	i	i	i	i	i
O=C(CCN1CCN(C(c2ccccc2)c2ccccc2)CC1)N/N=C/c1ccc(O)cc1	i	i	i	i	i	i	i	i	i	i	i
Cc1ccc(OCC(=O)NC(C)c2ccccc2)cc1C (configuration not stated)	i	i	i	i	i	i	i	i	i	i	i
COc1ccc(Cc2nc3ccc(S(=O)(=O)N4CCOCC4)cc3[nH]2)cc1OC	i	i	i	i	i	i	i	i	i	i	i
O=C(Nc1ccccc1)c1[nH]ncc1[N+](=O)[O-]	i	i	i	i	i	i	i	i	i	i	i
COc1ccccc1C(=O)NC(=O)COC(=O)C1CC2CCCC(C1)C2=O (configuration not stated)	i	i	i	i	i	i	i	i	i	i	i
CC1CCCC(NC(=O)CCn2c(=S)oc3ccccc32)C1C (configuration not stated)	i	i	i	i	i	i	i	i	i	i	i
Clc1ccc(C2=Nc3cc(Cl)ccc3OC2)cc1	i	i	i	i	i	i	i	i	i	i	i
COc1ccc(CCNc2oc(COc3ccccc3F)nc2C#N)cc1	i	i	i	i	i	i	i	i	i	i	i
CCOc1ccccc1C(=O)Nc1nncs1	i	i	i	i	i	i	i	i	i	i	i
COc1ccccc1CNC(=O)COc1ccc(Br)c(C)c1	i	i	i	i	i	i	i	i	i	i	i
N#Cc1cc(C(=O)c2ccccc2O)cn(-c2nccs2)c1=O	i	i	i	i	i	i	i	i	i	i	i
CCc1ccc(C(C)NC(=O)c2ncn[nH]2)cc1 (configuration not stated)	i	i	i	i	i	i	i	i	i	i	i
NC(=O)[C@@H]1CCCNc2c(F)cc([N+](=O)[O-])cc2C(=O)N[C@@H](CO)C(=O)N[C@@H](Cc2ccc(O)cc2)C(=O)N1	i	i	i	i	i	i	i	i	i	i	i
COc1ccc(C(OCC(O)CNCCc2ccc(S(N)(=O)=O)cc2)c2ccc(OC)cc2)cc1 (configuration not stated)	i	i	i	i	i	i	i	i	i	i	i
CSc1ccccc1NC(=O)c1cnc2sc(C)cn2c1=O	i	i	i	i	i	i	i	i	i	i	i
C/C(=N\NC(=O)c1ccc2c(c1)OCO2)c1ccc2c(c1)OCO2	i	i	i	i	i	i	i	i	i	i	i
CCOc1ccc(NCc2cccn2-c2nnc(N3CCC(C(=O)NCCCN4CCCCC4)CC3)s2)cc1	i	i	i	i	i	i	i	i	i	i	i
CCOc1cc(NC(=S)NCCCOC)c(OCC)cc1NC(=O)c1cccs1	i	i	i	i	i	i	i	i	i	i	i
Cc1c(C)n2c(SCC(=O)N3CC(C)OC(C)C3)nnc2[nH]c1=O (configuration not stated)	i	i	i	i	i	i	i	i	i	i	i
S=c1[nH]nc(CCc2ccccc2)n1-c1ccccc1	i	i	i	i	i	i	i	i	i	i	i
O=C(NCc1ccco1)C(=O)NCC1OCCN1C(=O)c1ccc(Cl)cc1 (configuration not stated)	i	i	i	i	i	i	i	i	i	i	i
COCCN(C(=O)COc1ccc(Cl)cc1)c1nnc(-c2cccnc2)s1	i	i	i	i	i	i	i	i	i	i	i
CS(=O)(=O)N(CC(=O)Nc1c(F)cccc1F)Cc1ccccc1	i	i	i	i	i	i	i	i	i	i	i
CCOc1ccc(N2CC(C(=O)Nc3cccnc3)CC2=O)cc1 (configuration not stated)	i	i	i	i	i	i	i	i	i	i	i
CCOC(=O)CNC(=O)c1cc2c(=O)[nH]c3ccc(C)cc3c2s1	i	i	i	i	i	i	i	i	i	i	i
Cc1cccc(C)c1NC(=O)/C(C#N)=C/c1ccc(-c2ccc(C(=O)O)cc2)o1	i	i	i	i	i	i	i	i	i	i	i
Cc1ccc(N2CCN(S(=O)(=O)N3CCCCC3)CC2)c(C)c1	i	i	i	i	i	i	i	i	i	i	i
O=c1[nH]c(=O)n(CCc2ccc(F)cc2)c(O)c1C=NCc1ccc2c(c1)OCO2	i	i	i	i	i	i	i	i	i	i	i
Cc1cccc(/N=C/c2sc3ccccc3c2O)n1	i	i	i	i	i	i	i	i	i	i	i
CN1C(=O)C2(OCCCO2)c2ccccc21	i	i	i	i	i	i	i	i	i	i	i
Cc1cccc(CN2CCN(c3ncccn3)CC2)c1	i	i	i	i	i	i	i	i	i	i	i
Cc1cc(C)nc(NC2=NCC(=O)N2c2ccc(Cl)cc2)n1	i	x	i	x	x	i	x	i	i	x	x
COc1ccc2nc(Nc3nc(CSc4nnc(C)s4)cc(=O)[nH]3)nc(C)c2c1	x	i	i	i	i	i	i	i	i	i	i
CN(C)CCCN(C(=O)COc1ccc(Cl)cc1)c1nc2cc3c(cc2s1)OCCO3	i	i	i	i	i	i	i	i	i	i	i
C/C(=C\C(=O)C(F)(F)F)Nc1cc(C)cc(C)c1	i	i	i	i	i	i	i	i	i	i	i
CCN(CC(=O)Nc1ccccc1C(F)(F)F)C(=O)c1cccc(S(=O)(=O)N2CCN(C)CC2)c1	i	i	i	i	i	i	i	i	i	i	i

Further structures:
SMILES	ANO1 activ	TRPC4 agonist	MrgX1 allo act	TRPC6 inhibitor	TRPC6 activator	MrgX1 agonist	TRPC4 PAM	MrgX1 antagonist	TMEM16A inh	TRPC4 block	RGS4 inh
COc1ccc(S(=O)(=O)NC2CCCCC2)cc1-n1cnnn1	i	i	i	i	i	i	i	i	i	i	i
COc1cccc(NC(=O)Cn2nnc(C(=O)NCc3cccs3)c2N)c1	i	i	i	i	i	i	i	i	i	i	i
CCOC(=O)c1c(NC(=O)c2cc(C)on2)c2cc([N+](=O)[O-])ccc2n1C	x	i	i	i	i	i	i	i	i	i	i
COc1cc(NC(=O)COc2ccc(-n3ccnc3)cc2)cc(OC)c1	i	i	i	i	i	i	i	i	i	i	i
CC(=O)Nc1ccc(S(=O)(=O)N2CCSC2c2ccc(Cl)cc2)cc1 (configuration not stated)	i	i	i	i	i	i	i	i	i	i	i
CC1(C)C(=O)Nc2ccccc2N1C(=O)CN1C(=O)C(=O)N(C2CCCC2)C1=O	i	i	i	i	i	i	i	i	i	i	i
COC(=O)Nc1nnc(-c2ccccc2OC)s1	i	i	i	i	i	i	i	i	i	i	i
O=C(NCCCn1ccnc1)c1cccc(Br)c1	x	i	i	i	i	i	i	i	i	i	i
COc1ccc(C)c(NC(=O)NCCc2cnc[nH]2)c1	i	129*	i	i	i	i	i	i	i	i	i
CN1CCN/C1=C(/C(Cl)=C(Cl)Cl)[N+](=O)[O-]	i	i	i	i	i	i	i	i	i	i	i
COc1cccc(=O)c2c(C)n(-c3ccc(C(=O)O)cc3)c(C)c12	i	i	i	i	i	i	i	i	i	i	i
NC(=O)CSc1nnc(-c2cccs2)n1-c1ccccc1	i	i	i	i	i	i	i	i	i	i	i
COC(C[C@H]1O[C@@H]1[C@H](O)[C@H](C)OCc1ccccc1)OC	i	i	i	i	i	i	i	i	i	i	i
COc1ccc(CNC(=O)c2ccc(N3CCCC3=O)cc2)cc1	i	i	i	i	i	i	i	i	100*	i	i
Cc1cc(C)c(NC(=O)CSc2nc3ncc(Br)cc3[nH]2)c(Cl)c1	i	i	i	i	i	i	i	i	i	i	i
O=C(NCCCN1CCOCC1)C(=O)c1c[nH]c2ccccc12	i	i	i	i	i	i	i	i	i	i	i
Cn1c(CO)cnc1-c1ccccc1	i	i	i	i	i	i	i	i	i	i	i
Cc1ccc(S(=O)(=O)NCCCNS(C)(=O)=O)cc1	i	i	i	i	i	i	i	i	i	i	i
NC(=O)COC(=O)c1sc2cc(F)ccc2c1Cl	i	i	i	i	i	i	i	i	i	i	i
CCOC(O)[C@H]1N[C@@H](c2ccc(Cl)cc2)[C@@H]([N+](=O)[O-])[C@@H]1c1ccccc1 (some centres not stated)	i	i	i	i	i	i	i	i	i	i	i

High-throughput results from PubChem.
